PKA-R1A activ = PKA-R1A complex activation; PKA-R1A dissociation, Cy5-IP20 fluorescence polarization; scaled: DMSO 0%, 113 µM cGMP 100%; activation, % at 11.4 µM; 0.083% of 340,000 active;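 active = percent activation above the mean of all tested compounds plus 3 SD, cut at about 19% in these data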;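 note: higher means more PKAc released from R1A so a rise in polarization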
PfHsp90 set2 = growth inhibition of yeast expressing Plasmodium Hsp90; S. cerevisiae expressing PfHsp90, BacTiter-Glo ATP, 48 h; yeast lacking PDR1 and PDR3 efflux regulators; inhibition, % at 9.4 µM; 0.32% of 310,000 active; AID 504621;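 active = every replicate shows inhibition above about 80%, whatever the replicate mean, limit read from the data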;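 note: 0% = DMSO neutral controls and 100% = 20 µM radicicol positive controls; yeast relying on Plasmodium falciparum Hsp90 in place of its own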
SUMO Mot1 rescue = inhibitors of SUMOylation pathway: yeast Mot1-301 growth rescue. S. cerevisiae Mot1-301 growth rescue, ATP luminescence, 38.5C; percent above DMSO median, 100 means doubled. growth rescue, % at 18.8 µM. 1% of 320,000 active;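 active = every valid replicate shows activation above 250% relative to neutral control wells; inactive = the rest, any valid replicate at or below 250%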;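 note: OY570 slx delta 5 strain wells were the positive control but not used for scaling; some compounds called inactive have numbers as strong as hits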
phage Ecoli inh = E. coli growth loss with phage present. growth absorbance. inhibition, % at 11.9 µM. 0.26% of 360,000 active. AID 651602; in the data active = inhibition above about 11%
HTR5A inv ag = HTR5A inverse agonism, opioid heterodimer counter-screen; P47898; 0.083% of 340,000 active; inhibition, % at 9.3 µM; HTR5A cell line, luminescence; AID 504634; in the data active = inhibition mostly above about 23%, no sharp cut-off; inactive = mostly below about 18%;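 note: 0% = cells with DMSO and 100% = no-cell wells with DMSO; some compounds called inactive have numbers as strong as hits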
OPRM1-OPRD1 inv = inverse agonist of human OPRM1-OPRD1 heterodimerization; cell-based MOR-DOR heterodimer luminescence, inverse agonism; inhibition, % at 9.3 µM; 0.21% of 340,000 active; in the data active = inhibition above about 22%, passing the limit was not always enough;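 note: 0% = cells with DMSO and 100% = wells without cells with DMSO; values of inactives mirror those of a sister screen read the other way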
Target sequence (P35372 whole entry, looked up): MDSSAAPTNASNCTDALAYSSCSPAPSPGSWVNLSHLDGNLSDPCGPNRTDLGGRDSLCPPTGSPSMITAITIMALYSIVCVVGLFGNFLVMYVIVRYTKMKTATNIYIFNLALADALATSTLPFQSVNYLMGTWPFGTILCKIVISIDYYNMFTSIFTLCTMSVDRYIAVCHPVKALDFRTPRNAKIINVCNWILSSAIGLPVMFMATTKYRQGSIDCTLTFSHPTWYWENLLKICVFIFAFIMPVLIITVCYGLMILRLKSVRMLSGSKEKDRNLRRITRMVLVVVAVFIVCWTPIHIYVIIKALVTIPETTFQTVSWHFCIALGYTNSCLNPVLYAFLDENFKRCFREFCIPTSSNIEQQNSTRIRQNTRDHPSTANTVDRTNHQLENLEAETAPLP
Target sequence (P41143 whole entry, looked up): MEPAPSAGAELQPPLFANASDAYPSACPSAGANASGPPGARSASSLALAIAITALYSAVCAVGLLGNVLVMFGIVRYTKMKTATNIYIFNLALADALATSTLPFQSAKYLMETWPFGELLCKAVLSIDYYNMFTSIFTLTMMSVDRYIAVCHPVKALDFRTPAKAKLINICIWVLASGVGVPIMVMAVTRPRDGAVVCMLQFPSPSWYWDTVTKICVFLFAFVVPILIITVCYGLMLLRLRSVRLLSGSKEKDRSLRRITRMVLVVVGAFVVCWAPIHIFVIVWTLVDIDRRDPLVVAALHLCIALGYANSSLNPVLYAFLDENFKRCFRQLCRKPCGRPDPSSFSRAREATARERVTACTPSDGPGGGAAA
E coli growth = bacterial growth inhibition, counter-screen for AddAB inhibitors; inhibition, % at 11.9 µM; 0.27% of 330,000 active; E. coli V3065 growth, OD600 absorbance, 18 h;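 active = inhibition above the campaign's mean inhibition across all tested compounds plus 3 SD, cut at about 9.9% in these data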;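 note: uninfected addAB+ strain grown without phage in ampicillin broth; 0% = DMSO wells and 100% = ciprofloxacin 0.95 µg/ml wells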
AddAB inh = less growth of phage-infected E. coli with AddAB; E. coli expressing H. pylori AddAB, absorbance growth; inhibition, % at 11.9 µM; 0.29% of 330,000 active; AID 435030; in the data active = inhibition above about 12%;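 note: 0% = vehicle wells of infected cells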
MOR-DOR ag = OPRM1-OPRD1 heterodimerization agonism; P35372+P41143; cells, luminescence; activation, % at 9.3 µM; 0.3% of 340,000 active; AID 504326; in the data active = activation above about 18%;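 note: 0% = vehicle-treated cells and 100% = reference agonist; values of inactives mirror those of a sister screen read the other way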
Tat export inh = E. coli Tat transport inhibition. E. coli MC4100 TorA-mCherry Tat export, fluorescence. inhibition, % at 10 µM. 0.036% of 340,000 active. AID 488895;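 active = mean replicate inhibition at least 50% and at least half of replicates individually reaching 50%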;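 note: exported cargo escapes ClpAP degradation while cytoplasmic cargo is degraded and loses fluorescence; 0% = median of neutral control wells and 100% = median of NaSCN control wells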
PKA-R2B activ = activates the human PKA-R2B holoenzyme complex. activation, % at 11.4 µM. PKA-R2B holoenzyme dissociation, Cy5-IP20 fluorescence polarization; R2B truncated from residue 108, S112A mutant; 0% DMSO only, 100% 113 µM cGMP. 0.079% of 340,000 active. P22694+P31323;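 active = activation above a cutoff set at the mean over all compounds plus 3 SD, cut at about 18% in these data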;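 note: higher means more holoenzyme dissociation and a rise in polarization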
Active calls of the source: *; i = inactive; nt = not tested or not shown; & = joins results of further samples.

SMILES	PKA-R1A activ	PfHsp90 set2	SUMO Mot1 rescue	phage Ecoli inh	HTR5A inv ag	OPRM1-OPRD1 inv	E coli growth	AddAB inh	MOR-DOR ag	Tat export inh	PKA-R2B activ
COc1ccc(S(=O)(=O)N2CCC(C(=O)N3CCN(C)CC3)CC2)cc1OC	2.4	-92.9	-4.9	2.2	3.8	9.8	-0.3	1.9	-1.9	1.2	0.0
CCOC(=O)N1CCC(NCCNC(=O)c2ccccc2)CC1	-4.0&-11.7	-9.5	81.1&-7.5	2.0&3.0	-2.2&4.9	8.9&6.4	-2.4&0.6	4.5&1.5	-1.5&-1.4	-5.7&-1.7	6.1&-16.4
COc1cc(OC)cc(C(=O)NCCS(=O)(=O)N2CCN(Cc3ccccc3)CC2)c1	10.7	-11.3	-7.2	3.5	-14.5	-36.5	1.1	1.2	5.7	4.8	3.1
CCOc1ccc(CNC(=O)CCCn2nc(C)c3c(C)n(-c4ccc(C)cc4)nc3c2=O)cc1	-7.9	6.0	-8.2	4.2	-18.9	3.4	-1.9	0.0	-0.7	-1.4	3.5
COc1ccc(N(C)S(=O)(=O)c2cccc(C(=O)N3CCN(S(=O)(=O)c4ccc(C)cc4)CC3)c2)cc1	-8.2	2.6	1.0	-0.9	-10.6	7.9	-1.0	-2.1	-1.5	10.3	-7.4
Cc1ccc(S(=O)(=O)c2cnc3cc(C)nn3c2N)cc1	2.4	16.1	-7.4	2.3	6.9	0.8	0.8	3.8	-0.2	6.2	-2.0
O=C(NCc1ccc(Cl)cc1)C1CCN(S(=O)(=O)c2ccc(N3CCCC3=O)cc2)CC1	-6.1	-16.2	-2.1	0.9	-2.4	9.2	-0.5	2.4	-1.8	-11.4	5.6
NC(=O)C1CCN(c2nc(-c3cccs3)cs2)CC1	-10.0	-69.8	-3.4	nt	-10.1	13.2	-2.9	0.8	-2.5	4.0	-12.1
NC(=O)c1ccc2c(c1)OCCO2	1.1	-0.7	nt	3.0	-18.7	6.7	1.7	-1.2	-1.2	-13.5	10.4
CCCCCC(=O)Nc1cccc(C2=NOC3(C2)C[C@H](C(N)=O)N(C(=O)c2ccccc2)C3)c1 (stereo not given in full)	3.8	18.9	6.9	2.2	-57.5	-0.1	-1.4	-2.1	0.0	2.5	-2.5
CCCC(C(=O)NCc1ccco1)N(C(=O)CNS(=O)(=O)c1ccccc1)c1ccccc1OC (stereo not given)	-3.0	14.5	116.6	2.3	-13.2	-0.1	-0.5	0.9	0.0	6.6	-2.4
COc1ccc(OC(=O)c2cccc([N+](=O)[O-])c2)c(C(=O)/C=C/c2cccs2)c1	-1.4	-28.0	250.9	-1.3	-0.7	9.9	-0.1	3.0	-2.0	-1.5	-6.1
Cc1cc(NC(=O)CN2C(=O)NC(CC(C)C)C2=O)ccc1Br (stereo not given)	-3.3	nt	-9.0	2.6	24.2	3.0	0.7	4.2	-0.8	6.2	0.3
Cc1nnc(SCC(=O)c2ccc(Br)cc2)s1	5.9	4.0	8.0	7.1	-34.4	7.7	-1.2	2.4	-1.5	-4.6	-5.3
Cc1cccc(-c2nc(CS(=O)CC(=O)N3CC(C)CC(C)C3)c(C)o2)c1 (stereo not given)	-2.5	10.1	4.6	3.4	2.8	6.6	-0.4	2.6	-1.3	7.1	-3.7
O=C(O)C1=C[C@H](c2cccs2)C[C@H](OCc2ccc(CO)cc2)O1	2.7	-0.7	14.0	1.4	-1.8	2.8	0.3	2.6	-0.5	-2.9	6.7
COc1ccc(/C=C2\C(=O)OCc3cc(OC)c(OC)cc32)cc1OC	-7.0	-1.0	-2.3	0.1	-7.5	-1.6	-2.4	0.9	0.3	-8.7	-12.2
O=[N+]([O-])/C=C/c1cn(Cc2ccccc2)c2ccccc12	-1.0	93.1*	-20.1	2.6	-13.7	-45.7	2.2	2.1	7.7	3.8	-8.0
CC(C)(C)OC(=O)NCCCC[C@@H](C(=O)N1CCN(C(=O)OC(C)(C)C)CC1)n1cc(CCC(=O)O)nn1	1.0	1.2	78.3	2.7	-14.9	8.9	-1.4	2.3	-1.9	-1.7	3.8
CSc1nnc(-c2cnccn2)n1C	4.8	3.8	9.3	nt	3.2	5.4	-2.5	-0.3	-1.0	-6.8	1.6
CCOC(=O)c1ccc(N2CCOCC2)c(NC(=O)c2nccnc2C(=O)O)c1	-7.9	-6.8	9.8	1.6	2.1	0.3	-1.4	1.9	-0.1	-7.7	1.9
Cc1ccc(C(=O)N2CCCC(C(F)(F)F)C2)cc1S(=O)(=O)N1CCOCC1 (stereo not given)	-0.9	6.9	0.0	0.6	-0.6	8.8	-0.9	1.4	-2.0	-5.3	1.7
c1csc(-c2nc3ccccc3[nH]2)c1	3.5	-5.7	7.1	1.8	-2.9	-3.0	-0.6	-1.2	0.5	0.3	-4.3
O=C(CN1C(=O)C(=O)N(Cc2ccco2)C1=O)Nc1ccccc1	-0.3	nt	0.5	2.4	5.2	2.9	-1.3	0.9	-0.6	0.1	-3.1
O=C(CN1CCN(Cc2ccc3c(c2)OCO3)CC1)Nc1ccc2c(c1)OCCO2	-0.1	-13.5	nt	4.2	-12.4	11.0	nt	nt	-2.2	2.9	-8.0
Cc1cc(C(=O)CSc2nnc3c(Cl)cc(Cl)cn23)c(C)n1C	-5.2	-2.4	i	5.8	4.0	6.1	-1.9	-0.3	-1.5	-6.0	-6.9
COCCn1c(=O)c2ccccc2c2ccccc2c1=O	14.3	-9.0	5.2	3.2	-3.5	-12.3	0.1	-1.0	1.7	-7.6	2.4
COc1ccc(CCNC(=O)c2cc(C(=O)c3cc(C)ccc3O)cn(CCc3ccc(OC)cc3)c2=O)cc1	6.0	-26.2	-4.5	0.8	-22.0	-12.6	0.4	0.8	2.1	-2.9	5.1
CCOc1cc(N2CCOCC2)c(OCC)cc1NC(=O)COc1ncnc2ccc(Br)cc12	-1.3	-30.3	16.9	2.8	0.4	8.5	-2.8	2.9	-1.9	-5.1	9.5
Cc1ccc(NC(=O)CN(C)C(=O)c2cccc(S(=O)(=O)N3CCCC3)c2)cc1	-9.8	15.2	nt	1.4	-12.1	4.3	0.3	-0.1	-1.1	-5.2	-3.6
CCS(=O)(=O)N1Cc2ccccc2CC1C(=O)NCC12CC3CC(CC(C3)C1)C2 (stereo not given)	-8.0	-23.2	-9.3	2.8	9.9	4.0	-0.4	1.1	-0.8	-4.1	-2.6
C=CCn1c(C)csc1=Nc1ccc(C(=O)O)cc1	-3.0	nt	7.2	0.9	-0.8	10.3	-0.6	0.4	-2.1	-10.2	-2.7
CCN(CC)CCN1C(=O)C(=O)/C(=C(/O)c2c(C)[nH]c(C(=O)OC)c2C)C1c1cccc(OC)c1 (stereo not given)	0.2	0.0	-9.8	1.9	1.5	-2.1	1.2	3.1	0.4	-6.4	-16.1
CCCCNC(=O)Nc1nc2ccc(CC)cc2s1	-7.7	nt	20.4	1.2	-37.8	-9.4	-0.3	-0.7	1.8	1.8	2.0
COc1ccc(C(=O)N2CCCC(N3CCN(c4ccccc4F)CC3)C2)c(OC)n1 (stereo not given)	-0.8	20.1	-4.8	1.4	-18.2	1.9	1.0	0.9	-0.4	-8.1	-4.3
CCOc1ccc(C(=O)CC(Sc2ccc(C)cc2)C(=O)O)cc1 (stereo not given)	-7.2	-4.7	-5.8	1.4	4.7	15.3	0.8	3.0	-2.9	12.0	-4.6
Cc1c([C@@H]2C[C@H]3CN(Cc4cccc(Cl)c4)C(=O)[C@]34CCCN24)cnn1C	3.5	16.9	4.2	2.1	8.4	-1.6	-1.9	-2.3	0.3	-5.7	-3.6
C/C(Cn1nc([N+](=O)[O-])cc1C)=N\NC(=O)c1ccc(C(C)(C)C)cc1	-4.3	-13.3	205.0	2.1	-11.0	3.7	-0.3	2.0	-0.7	6.9	-5.6
Cc1ccc(S(=O)(=O)N2CCC(C(=O)OCC(=O)Nc3cc(S(C)(=O)=O)ccc3Cl)CC2)cc1C	-7.7	28.1	-1.3	0.2	0.6	10.5	1.3	0.3	-1.9	2.1	-5.1
CCOc1cc(/C=N/NC(=O)C(=O)NC2CC2)cc(Br)c1O	0.6	-10.5	46.6	4.1	11.4	10.5	1.2	3.9	-2.0	3.9	-2.3
COc1cccc(CSc2nc3ccncc3[nH]2)c1	-14.3	-2.9	-13.6	4.3	-7.9	3.9	1.0	2.3	-0.7	-4.7	2.2
CCOc1ccc(CN2CCNC(=O)C2CC(=O)NCc2csc(C)n2)cc1 (stereo not given)	-1.4	-10.3	-7.8	-0.9	14.1	18.6	-3.0	4.2	-3.7	0.4	-3.1
COCc1cc(C)nc(NCCO)c1C#N	7.9	-1.8	nt	1.1	20.1	17.1	0.7	1.5	-2.8	-5.1	5.9
O=C(NCCC(=O)N1CCCC(C(F)(F)F)C1)c1ccc(Br)cc1 (stereo not given)	-16.7	5.2	-5.0	2.4	-4.7	0.3	-0.3	2.8	-0.1	-12.6	-3.1
CCOc1ccc(/C=N/Nc2ccccn2)cc1OC	-1.1	12.3	10.8	0.6	13.3	13.1	1.1	0.5	-2.7	3.9	-3.9
CC(=O)N1CCN(c2ccc(NC(=O)C(c3ccccc3)c3ccccc3)cc2)CC1	4.1	-11.0	6.0	-1.3	5.4	11.2	-0.7	0.8	-2.3	-5.9	-1.0
COc1cc(/C=N/Nc2nn3cnnc3c3ccccc23)ccc1O	-6.2	-11.7	5.4	-0.4	-13.9	1.2	-2.9	0.1	-0.2	0.0	5.9
Cc1cccc2cc(CN(Cc3nnnn3C3CCCCC3)C3CCCC3)c3nnnn3c12	5.8	104.5*	79.3	3.3	-2.3	8.5	-0.5	0.4	-1.6	5.0	-1.6
O=C1OC2(CCCCC2)OC(=O)C1=CNc1nccs1	-4.2	0.5	-9.3	1.2	7.0	17.6	2.4	2.5	-3.1	2.0	-10.9
Cc1nc(NC(=O)/C=C/c2ccccc2)sc1C(=O)Nc1ccccc1Cl	-8.0	nt	-4.1	3.1	18.9	3.7	-3.2	-0.7	-0.7	2.5	-1.7

Sorted by the number under Tat export inh (low to high): 3 from the list above.
Compound	PKA-R1A activ	SUMO Mot1 rescue	phage Ecoli inh	OPRM1-OPRD1 inv	AddAB inh	MOR-DOR ag	Tat export inh	PKA-R2B activ
COCc1cc(C)nc(NCCO)c1C#N	7.9	nt	1.1	17.1	1.5	-2.8	-5.1	5.9
O=C1OC2(CCCCC2)OC(=O)C1=CNc1nccs1	-4.2	-9.3	1.2	17.6	2.5	-3.1	2.0	-10.9
Cc1cccc2cc(CN(Cc3nnnn3C3CCCCC3)C3CCCC3)c3nnnn3c12	5.8	79.3	3.3	8.5	0.4	-1.6	5.0	-1.6

Assay outcomes as filed in PubChem.
